SR-BI DiI inh: inhibitors of SR-BI mediated HDL lipid uptake, primary screen, ldlA[mSR-BI] cells, fluorescence, single point; Scavenger receptor class B member 1 (Mus musculus), Q61009; 0.96% of 320,000 active; inhibition, % at 12.5 µM; ldlA[mSR-BI] CHO cells, DiI-HDL uptake fluorescence, 3 h; AID 488896, 2010;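 active means mean replicate inhibition of at least 70% and a set share of replicates each scoring 70 or more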;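 further: 0% = median of neutral control wells and 100% = median of positive control wells; values of inactives mirror those of a sister screen read the other way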
Target sequence (Q61009 whole entry, looked up): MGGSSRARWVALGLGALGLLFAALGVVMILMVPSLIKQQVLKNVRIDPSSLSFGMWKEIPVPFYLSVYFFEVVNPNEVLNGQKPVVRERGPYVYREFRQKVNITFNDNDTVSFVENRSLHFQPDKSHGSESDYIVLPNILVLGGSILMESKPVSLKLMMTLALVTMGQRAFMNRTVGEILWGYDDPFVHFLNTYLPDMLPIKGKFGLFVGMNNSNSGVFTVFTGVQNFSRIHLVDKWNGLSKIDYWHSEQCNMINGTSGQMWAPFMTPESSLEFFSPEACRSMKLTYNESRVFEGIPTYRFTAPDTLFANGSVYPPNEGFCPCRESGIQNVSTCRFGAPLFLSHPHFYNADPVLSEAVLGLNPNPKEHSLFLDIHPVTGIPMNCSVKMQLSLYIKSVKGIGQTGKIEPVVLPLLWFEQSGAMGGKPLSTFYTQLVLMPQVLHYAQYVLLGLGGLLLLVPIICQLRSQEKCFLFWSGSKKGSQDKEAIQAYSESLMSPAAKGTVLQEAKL
Cardiac RTF inh: cardiac RTF calcium sensitivity inhibitors, primary screen, biochemical, IANBD-TnC fluorescence, EC70 calcium. Troponin I, cardiac muscle (Homo sapiens) + Troponin T, cardiac muscle (Homo sapiens) + …. IANBD-labeled cardiac RTF, Ca2+ fluorescence. inhibition, % at 7.15 µM. 0.12% of 340,000 active;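 active means inhibition above the mean inhibition of all tested compounds plus 3 SD, cut at about 17% in these data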;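 further: assay run at fixed EC70 calcium of 1.6 mM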
Arr AP2 block: inhibitors of beta-arrestin/AP2 binding, primary screen, biochemical, GPCR trafficking, flow cytometry | 0.31% of 340,000 active | AID 504490, 2011 | FITC-arrestin peptide / GST-AP2 beads; AP2 beta2 appendage carries R879A mutation | inhibition, % at 10 µM;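 active means inhibition above a set limit, near 3 SD of compounds lacking own fluorescence, cut at about 54% in these data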;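 further: plate controls were DMSO wells for no effect and 5 µM unlabelled arrestin peptide for full effect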
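test system = AP2 appendage R879A on GSH beads | buffer or medium = PBS plus Tween 20 (0.05%) and BSA (0.1%) | incubation = 12 min plus 1 h, RT | detection = bead flow cytometry, FITC channel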
NSD2 inh: NSD2 histone methyltransferase inhibitors, primary screen, biochemical, AlphaScreen, single concentration, set 2; Histone-lysine N-methyltransferase NSD2 (Homo sapiens), O96028; NSD2 peptide methylation, 120 min; inhibition, % at 12.5 µM; 0.54% of 310,000 active; AID 743445, 2014; in the data active means inhibition above about 50%
DAGLB inhibitor: DAGLB lipase inhibitors, primary screen, biochemical, fluorescence, HTS; Diacylglycerol lipase-beta (Homo sapiens), Q8NCG7; inhibition, % at 5.17 µM; 0.059% of 340,000 active; HEK293T DAGLB membrane lysate, EnzChek fluorogenic substrate; in the data active means inhibition above about 34%;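 further: 0% = enzyme with vehicle and 100% = wells lacking enzyme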
Keap1 Nrf2 FP: Keap1-Nrf2 protein-protein interaction inhibitors, primary screen, biochemical, fluorescence polarization, single point; Keap1 Kelch-Nrf2 peptide fluorescence polarization, 1536-well; inhibition, % at 9.4 µM; 0.15% of 340,000 active; AID 504523, 2011; in the data active means inhibition above about 12%;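 further: human Keap1 Kelch domain with fluorescein labeled Nrf2 9mer peptide probe; 0% = neutral control wells and 100% = peptide positive control; higher means more block of Keap1 binding to Nrf2 peptide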
LANA DNA inh: inhibitors of KSHV C-LANA binding to DNA, primary screen, biochemical, fluorescence polarization, FAM-LBS DNA, MBP-C-LANA, single point; AID 504423, 2011; 0.078% of 340,000 active; inhibition, % at 9 µM;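 active means highest replicate inhibition at or above 60% at 9 µM, even if other replicates fall short; inactive means all replicates below 60% inhibition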;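 further: 0% = neutral control wells and 100% = 4 µM acridine orange control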
PKA-R2B act: activators of PKA-R2B holoenzyme, primary screen, biochemical, fluorescence polarization, Cy5-IP20, human; PKA-R2B holoenzyme dissociation; R2B truncated from residue 108, S112A mutant; 0% DMSO only, 100% 113 µM cGMP; activation, % at 11.4 µM; 0.079% of 340,000 active; AID 504700, 2011;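 active means activation above a cutoff set at the mean over all compounds plus 3 SD, cut at about 18% in these data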;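 further: higher means more holoenzyme dissociation and a rise in polarization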
Target sequence (P31323 whole entry, looked up, other chains not shown, the tested form may be a part): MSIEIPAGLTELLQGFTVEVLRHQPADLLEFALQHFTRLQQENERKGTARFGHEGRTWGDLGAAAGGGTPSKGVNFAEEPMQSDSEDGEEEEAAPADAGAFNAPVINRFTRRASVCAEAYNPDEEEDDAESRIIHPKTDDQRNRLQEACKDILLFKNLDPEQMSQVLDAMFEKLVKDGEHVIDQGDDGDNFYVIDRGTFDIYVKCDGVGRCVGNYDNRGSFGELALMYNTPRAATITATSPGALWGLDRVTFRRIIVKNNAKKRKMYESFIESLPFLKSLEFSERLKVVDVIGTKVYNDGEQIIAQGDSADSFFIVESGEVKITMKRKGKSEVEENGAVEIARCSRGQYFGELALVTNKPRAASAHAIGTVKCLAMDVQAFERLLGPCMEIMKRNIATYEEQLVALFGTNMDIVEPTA
SR-BI DiI-HDL act: activators of SR-BI mediated DiI-HDL uptake, primary screen, ldlA[mSR-BI] CHO cells, DiI fluorescence | 3 h; 100 = double the neutral-control signal | activation, % at 12.5 µM | 0.096% of 320,000 active;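 active means mean replicate activation of at least 60% and every replicate at or above 60%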;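 further: 0% = median plate neutral-control signal and 100% = twice that signal; values of inactives mirror those of a sister screen read the other way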
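Material: SR-BI-overexpressing, LDLR-lacking CHO cells | Dosing: Single compound concentration, delivered by pin transfer | Probe or stimulus: Labelled HDL, 10 µg/mL | Signal: Bottom-read cell fluorescence after medium removal, ex 550/em 595 nm | Schedule: 3 h, 37 °C | Evaluation: HDL uptake via cellular fluorescence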
PvdQ inh: P. aeruginosa PvdQ acylase inhibitors, primary screen, biochemical, fluorescence, plate reader and imaging, single point | PvdQ acylase [Pseudomonas aeruginosa LESB58] | purified PvdQ acylase | inhibition, % at 10 µM | 0.063% of 340,000 active | AID 488965, 2010; in the data active means inhibition above about 30%, passing the limit was not always enough;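 further: 0% = vehicle neutral wells and 100% = reference inhibitor wells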
* = called active by the depositor; nt = not tested or not shown.

SMILES	SR-BI DiI inh	Cardiac RTF inh	Arr AP2 block	NSD2 inh	DAGLB inhibitor	Keap1 Nrf2 FP	LANA DNA inh	PKA-R2B act	SR-BI DiI-HDL act	PvdQ inh
COc1cc(C(C)=O)ccc1COc1ccc(C(=O)OCC(=O)NC2CCS(=O)(=O)C2)cc1OC (stereo not drawn)	57	-2	-1	0	0	-8	4.1	-9	-57	-9
COc1cccc(/C=C/C(=O)Nc2ccc(C(=O)Nc3cccc(S(N)(=O)=O)c3)cc2)c1OC	nt	-6	10	-6	-4	-5	0.7	10	nt	-6
C=CCOc1ccc(C2C(C#N)=C(N)N(Nc3ccccc3)C3=C2C(=O)CC(C)(C)C3)cc1OC (stereo not drawn)	26	8	1	7	3	-4	0.4	-2	-26	-14
CNC(=O)c1c(Cl)cnn1-c1ccccc1	-10	nt	-16	4	nt	-4	-0.9	nt	10	-2
CCC(CC)=N/N=C/c1c(O)n(CC)c2cc(C3=NNC(=O)CC3)ccc12	16	-5	-8	5	3	0	-1.0	5	-16	-3
c1ccc(Cn2nnc3c(NCc4ccc5c(c4)OCO5)ncnc32)cc1	nt	-5	1	14	0	1	-1.6	1	nt	-9
CN(C)S(=O)(=O)c1ccc(N2CCCC2)c(C(=O)NNC(=O)COc2ccccc2F)c1	11	-14	-11	-2	0	3	-0.8	8	-11	-16
O=C(COC(=O)CNC(=O)c1ccccc1Cl)Nc1cc(C(F)(F)F)ccc1Cl	-5	-26	13	nt	2	2	-1.8	-9	5	-1
Cc1ccc(NC(=S)NC(C)CCc2ccccc2)cc1C (stereo not drawn)	20	3	7	-1	-4	-3	-3.5	0	-20	6
CC(=O)Nc1ccc(C2(O)COc3ccccc3O2)cc1 (stereo not drawn)	19	0	-1	-2	-2	-1	3.0	-5	-19	-9
O=C(C(=O)N1CCCC1)c1c[nH]c2ccccc12	8	-10	-15	-1	2	-1	-1.6	6	-8	-22
CCN(CC(=O)Nc1c(F)cccc1F)C(=O)CSCC(=O)Nc1cccc(C)c1	12	-2	-3	13	-1	-4	1.4	0	-12	-15
CC(C)C[C@H](NC(=O)[C@@H]1Cc2c([nH]c3ccccc23)C2c3ccccc3C(=O)N21)C(=O)NCC1CCCO1 (stereo partly drawn)	40	-1	6	nt	1	-8	2.7	0	-40	14
CC(Sc1nnc(C2CC2)n1C)C(=O)Nc1ccc2c(c1)CCC2 (stereo not drawn)	-26	-4	16	-5	0	-3	-0.2	6	26	-6
CC1(C)Cc2ccccc2-c2nc(NCCO)n(-c3ccccc3)c(=O)c21	3	3	1	-1	2	1	0.1	2	-3	-11
CCN(CC)c1ccc(/C=N/Nc2ccc(C)cc2)c(O)c1	6	-3	-3	6	0	-1	-1.0	-3	-6	-3
O=C1c2cccc3c(Cl)ccc(c23)C(=O)N1O	-3	0	3	2	3	3	0.5	-9	3	0
CCC(=O)N1CCc2cc(S(=O)(=O)CCC(=O)Nc3ccc(OC)cc3)ccc21	-7	-6	-12	3	1	-3	0.0	3	7	-8
CN(C(=O)c1nc(-c2ccccc2)n(-c2ccccc2)n1)C1CCS(=O)(=O)C1 (stereo not drawn)	8	2	-4	2	-2	-3	-3.4	-5	-8	-13
c1ccc(OCCOc2ncnc3sccc23)cc1	-3	-7	1	20	2	7	4.4	-4	3	-3
Cc1csc(SCC(=O)Nc2ncc(Cl)c(C)c2Cl)n1	8	5	3	-22	-3	-3	2.4	-8	-8	-10
COc1cccc(C(=O)NCCS(=O)(=O)NCCc2ccc(OC)c(OC)c2)c1	-8	-1	-5	nt	-1	0	-1.9	-2	8	-7
Cc1cc(C)c(C#N)c(SCc2cc3c(cc2Cl)OCO3)n1	47	-2	24	nt	-11	3	-1.1	2	-47	-1
Cc1cc(NC(=O)CCC(=O)N(CCc2ccccc2)C(C(=O)NC2CCCC2)c2ccco2)no1 (stereo not drawn)	-8	0	18	0	5	1	1.6	-8	8	6
Cc1ccccc1NC(=S)C1=C(O)c2sccc2N(C)S1(=O)=O	7	-7	-1	1	4	1	-1.7	-3	-7	-4
O=C(NCCCN1CCC(Cc2ccccc2)CC1)C1CC(=O)N(C2CCCC2)C1 (stereo not drawn)	-29	0	2	nt	0	3	-0.5	-6	32	-9
Cc1nn(CC(=O)O)c(C)c1NC(=O)c1cccs1	-7	-2	23	-7	-7	-2	-1.0	-4	7	-19
CCn1c(SCC(=O)NC(C)C(C)C)nc2cc(S(=O)(=O)N3CCOCC3)ccc21 (stereo not drawn)	29	-9	-13	nt	0	0	1.8	-5	-29	-17
Cc1ccccc1CC(=O)Nc1ccc2c(C)cc(=O)oc2c1	27	-3	-8	-1	1	-1	0.3	16	-27	-14
CCOc1cc(Br)c(C(=O)O)cc1OC	-15	-8	-1	-9	-1	-4	-0.4	-9	15	-12
COC(=O)CSC1=C(C#N)C(c2sccc2C)CC(=O)N1 (stereo not drawn)	16	-10	-1	26	2	-1	0.3	3	-16	-15
Cc1ccc(/C(N)=N/OC(=O)COc2ccccc2Cl)cc1	-22	-6	10	-1	-12	-1	0.8	-3	22	5
CCOC(=O)C1CCCN(C(=O)c2cccc([N+](=O)[O-])c2C)C1 (stereo not drawn)	-25	-4	1	4	0	-1	-0.3	-9	25	-14
Cc1nnc(NC(=O)CSc2ncnc3scc(-c4ccccc4)c23)s1	-4	0	-6	4	5	-2	-0.2	-2	4	1
COC(=O)c1ccc(C2C(Oc3ccccc3)C(=O)N2CCc2ccc(OC)c(OC)c2)cc1 (stereo not drawn)	-13	-4	14	3	-2	1	0.7	0	13	21
COc1ccc(NC(=O)c2ccco2)cc1NC(=O)c1c(F)c(F)c(OC)c(F)c1F	68	-7	-3	4	-3	3	-0.1	-10	-68	-1
CCn1c(C)cc(/C=C2/NC(=O)N(CC(=O)Nc3cccc(C)c3)C2=O)c1C	-18	-5	2	0	7	-1	-0.5	-2	18	5
O=C(Nc1nnc(-c2ccccc2)o1)NC1CCCCC1	-17	-11	-2	-7	1	0	-4.2	7	17	-8
CN(C)C(=O)c1ccc(-n2cnc3ccccc3c2=O)cc1	-17	7	19	13	-3	-1	-1.8	-8	17	-1
Cc1noc(C)c1S(=O)(=O)Nc1ccc2c(c1)CC(=O)N([C@H](C)CO)C[C@H](C)[C@@H](CN(C)CC1CC1)O2	-8	-2	7	nt	2	-4	0.1	2	8	-6

Among those listed so far, 4 have fluorine:
SMILES	SR-BI DiI inh	Cardiac RTF inh	Arr AP2 block	NSD2 inh	DAGLB inhibitor	Keap1 Nrf2 FP	LANA DNA inh	PKA-R2B act	SR-BI DiI-HDL act	PvdQ inh
CN(C)S(=O)(=O)c1ccc(N2CCCC2)c(C(=O)NNC(=O)COc2ccccc2F)c1	11	-14	-11	-2	0	3	-0.8	8	-11	-16
O=C(COC(=O)CNC(=O)c1ccccc1Cl)Nc1cc(C(F)(F)F)ccc1Cl	-5	-26	13	nt	2	2	-1.8	-9	5	-1
CCN(CC(=O)Nc1c(F)cccc1F)C(=O)CSCC(=O)Nc1cccc(C)c1	12	-2	-3	13	-1	-4	1.4	0	-12	-15
COc1ccc(NC(=O)c2ccco2)cc1NC(=O)c1c(F)c(F)c(OC)c(F)c1F	68	-7	-3	4	-3	3	-0.1	-10	-68	-1

Profiles from above. Values in the order: SR-BI DiI inh	Cardiac RTF inh	Arr AP2 block	NSD2 inh	DAGLB inhibitor	Keap1 Nrf2 FP	LANA DNA inh	PKA-R2B act	SR-BI DiI-HDL act	PvdQ inh
COc1ccc(NC(=O)c2ccco2)cc1NC(=O)c1c(F)c(F)c(OC)c(F)c1F in the list: 68	-7	-3	4	-3	3	-0.1	-10	-68	-1
Cc1ccccc1NC(=S)C1=C(O)c2sccc2N(C)S1(=O)=O in the list: 7	-7	-1	1	4	1	-1.7	-3	-7	-4
Cc1cc(NC(=O)CCC(=O)N(CCc2ccccc2)C(C(=O)NC2CCCC2)c2ccco2)no1 (stereo not drawn) in the list: -8	0	18	0	5	1	1.6	-8	8	6
CCOC(=O)C1CCCN(C(=O)c2cccc([N+](=O)[O-])c2C)C1 (stereo not drawn) in the list: -25	-4	1	4	0	-1	-0.3	-9	25	-14

(cont.)
SMILES	SR-BI DiI inh	Cardiac RTF inh	Arr AP2 block	NSD2 inh	DAGLB inhibitor	Keap1 Nrf2 FP	LANA DNA inh	PKA-R2B act	SR-BI DiI-HDL act	PvdQ inh
CC1CCCN(C(=O)Cc2cccc3ccccc23)C1 (stereo not drawn)	6	-4	-14	4	-4	2	0.8	-13	-6	-4
CCCN(C(=O)COC(=O)CCOc1ccccc1)c1c(N)n(Cc2ccccc2)c(=O)[nH]c1=O	12	8	-11	4	0	0	-0.7	-7	-12	-9
COc1ccc(C(OC(=O)c2ccco2)C(=O)NCc2ccc(C)cc2)cc1 (stereo not drawn)	-3	7	7	-4	-2	-3	-0.9	-1	3	-11
CCCCNC(=S)NC(=O)c1ccccc1Br	-26	-10	5	4	-3	0	0.9	7	26	-8
Cc1ccc(C(=O)NCc2ccccn2)c(Cl)c1	-23	-30	-11	-1	1	2	1.2	1	23	-12
COC(=O)c1cc(S(=O)(=O)NCCCc2ccco2)c[nH]1	-21	-6	34	-4	0	-3	-0.8	-1	21	-7
CCSc1nnc(NC(=O)Cn2cnc3c2c(=O)n(C)c(=O)n3C)s1	-7	5	-13	-1	4	-4	0.7	-8	7	-1

Arranged by count of non-hydrogen atoms (descending): some entries from above.
SMILES	SR-BI DiI inh	Cardiac RTF inh	Arr AP2 block	NSD2 inh	DAGLB inhibitor	Keap1 Nrf2 FP	LANA DNA inh	PKA-R2B act	SR-BI DiI-HDL act	PvdQ inh
COC(=O)c1cc(S(=O)(=O)NCCCc2ccco2)c[nH]1	-21	-6	34	-4	0	-3	-0.8	-1	21	-7
Cc1ccc(C(=O)NCc2ccccn2)c(Cl)c1	-23	-30	-11	-1	1	2	1.2	1	23	-12
CCCCNC(=S)NC(=O)c1ccccc1Br	-26	-10	5	4	-3	0	0.9	7	26	-8
